Screens (PubChem)
PGK inhibitor = inhibitors of T. brucei phosphoglycerate kinase. P07378. PGK/GAPDH coupled, Kinase-Glo luminescence, 60 min. Potency, µM (titrated, usually from 57.5 µM), without a hit: at the top dose activity change, negative = inhibition, most hits filed as inhibitors. hit rate 0.043% among 380,000; also: % is scaled to controls: 0 for no effect and ±100 for the full control effect; nearly all actives have a fitted effect of over 60% in size
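Luminescent ATP detection (Kinase-Glo Plus) follows a 60-minute room-temperature incubation, with wells lacking PGK as controls. Buffer: 100 mM TEA (pH 7.6), 5 mM MgCl2, 0.01% Tween-20. Coupling enzyme GAPDH (100 nM final) supplies unstable 1,3-BPG in-well.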
RGS4 inhibitor = blocks human RGS4-accelerated GTP hydrolysis; P49798; Transcreener GDP fluorescence polarization, RGS4-accelerated GTP hydrolysis; Potency, µM (top dose mostly 114 µM), for the others: top-dose activity change, negative = inhibition, usual class: inhibitors; AID 504845; hit rate 0.039% among 390,000; also: % is scaled to controls: 0 for no effect and ±100 for the full control effect; nearly all actives have a fitted effect of over 75% in size; some results filed as inactive show a strong effect at the top dose
Target sequence (P49798 whole entry, looked up): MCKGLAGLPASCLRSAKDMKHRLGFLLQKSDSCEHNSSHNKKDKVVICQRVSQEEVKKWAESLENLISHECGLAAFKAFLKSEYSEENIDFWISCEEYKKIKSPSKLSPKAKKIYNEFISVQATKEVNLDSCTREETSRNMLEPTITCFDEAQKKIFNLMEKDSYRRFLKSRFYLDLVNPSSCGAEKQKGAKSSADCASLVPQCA
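MLSMR compounds (23 nl, pin-transferred) preincubated 10 min at room temperature with a 500nM (2x) first reagent, then RGS4 at 900nM (2x) plus Transcreener GDP mix added; fluorescence polarization (620/688 nm) read before and after 90 min at 30 °C.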
rTrxR1 inhibitor = rat TrxR1 inhibition; O89049; recombinant rTrxR1, NADPH fluorescence consumption, selenite substrate; Potency, µM (top dose mostly 114 µM), for inactives: at the top dose activity change, negative = inhibition, most hits filed as inhibitors; hit rate 1% among 390,000; AID 588453; also: % is scaled to controls: 0 for no effect and ±100 for the full control effect; nearly all actives have a fitted effect of over 65% in size
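Rat TrxR1 (90 nM in the dispensed reagent) was pre-reduced with 400 uM NADPH for 5 min at room temperature, then incubated with compound for 15 min. After 400 uM selenite was added, NADPH fluorescence (Ex 340/Em 450 nm) was followed for 8 min.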
GLS inh = inhibitors of human glutaminase (GLS). O94925. GLS enzymatic activity, qHTS titration. Potency, µM (highest dose often 45.5 µM), without a hit: at the highest dose activity change, negative = inhibition, usual class: inhibitors. hit rate 0.21% among 410,000. AID 624170; also: % is scaled to controls: 0 for no effect and ±100 for the full control effect
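Assay buffer: 45 mM KH2PO4 pH 8.2, 0.02% Tween-20. hKGA acts on L-glutamine (1 mM solution added); product glutamate is reported by an oxidase/peroxidase Amplex Red coupling, with fluorescence taken at baseline and 30 min.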
ERG Ets-DNA blk = blocks human ERG Ets domain binding to DNA; P11308; fluorescence polarization, His-ERG Ets domain / labelled DNA; Potency, µM (doses to about 76.9 µM), for inactives: top-dose FP activity, negative = inhibition, most hits filed as inhibitors; hit rate 0.028% among 370,000; AID 624246; active = well fitted inhibition curve with a large enough effect in the polarisation, with a control signal flat; inconclusive = small, poorly fitted or top-dose-only effect, or effect the other way, or a change in a side signal; inactive = no such curve, though single readings can be large or run the other way; the % refers to the polarisation;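 also: polarization taken with two DNA probes labelled with fluorescein and Texas red; % of control where 0% means no effect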
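His-tagged ERG Ets domain (1 uM in the protein solution; 300mM KCl, 50mM Tris-HCl, 1mM EDTA, 1mM DTT, pH 7.5) received compound, then a probe mix of 5 nM fluorescein-DNA and 100nM Texas-615-DNA. Fluorescence polarization was read for both dyes.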
ALOX12 inh = blocks human arachidonate 12S-lipoxygenase; P18054; purified 12hLO, xylenol orange hydroperoxide absorbance; Potency, µM (titrated, usually from 108 µM), for the others: at the top dose activity change, negative = inhibition, usual class: inhibitors; hit rate 1.1% among 580,000; AID 1671190; also: % is scaled to controls: 0 for no effect and ±100 for the full control effect
Target sequence (P18054 whole entry, looked up): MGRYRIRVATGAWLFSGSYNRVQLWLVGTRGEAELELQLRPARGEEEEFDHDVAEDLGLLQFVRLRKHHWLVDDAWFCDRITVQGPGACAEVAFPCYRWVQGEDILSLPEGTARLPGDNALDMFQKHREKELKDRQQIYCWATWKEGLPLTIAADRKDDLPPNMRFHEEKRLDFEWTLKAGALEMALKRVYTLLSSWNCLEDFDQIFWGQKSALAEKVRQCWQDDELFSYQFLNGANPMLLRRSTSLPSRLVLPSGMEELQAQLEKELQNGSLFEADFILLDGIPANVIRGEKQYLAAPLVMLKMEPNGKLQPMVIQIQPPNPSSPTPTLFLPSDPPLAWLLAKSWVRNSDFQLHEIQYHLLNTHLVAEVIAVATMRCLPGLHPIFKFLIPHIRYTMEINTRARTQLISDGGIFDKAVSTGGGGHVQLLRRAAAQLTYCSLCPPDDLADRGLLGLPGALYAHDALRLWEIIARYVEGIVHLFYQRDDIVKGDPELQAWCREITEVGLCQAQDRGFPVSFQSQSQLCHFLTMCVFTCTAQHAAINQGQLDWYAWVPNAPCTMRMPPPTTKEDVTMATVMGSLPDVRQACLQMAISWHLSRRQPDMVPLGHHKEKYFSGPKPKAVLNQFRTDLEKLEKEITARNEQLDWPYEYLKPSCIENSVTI
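Purified human 12hLO (150 nM final) in 25 mM Hepes, 0.01% Triton X-100, pH 7.0 was preincubated 15 min at room temperature with compound. Then 40 uM arachidonic acid was added, 30 min. Hydroperoxide was read by Fe-XO absorbance ratio 573/405 nm.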
HP1b binding inh = HP1-beta chromodomain-methylated histone interaction inhibition | P83916 | AlphaScreen HP1-beta / biotin-H3K9me3 peptide binding | Potency, µM (highest dose often 114 µM), inactives show top-dose activity change, negative = inhibition, most hits filed as inhibitors | hit rate 0.56% among 390,000 | AID 540317; also: nearly all actives have a fitted effect of over 70% in size; inactives centre near 23
Target sequence (P83916 whole entry, looked up): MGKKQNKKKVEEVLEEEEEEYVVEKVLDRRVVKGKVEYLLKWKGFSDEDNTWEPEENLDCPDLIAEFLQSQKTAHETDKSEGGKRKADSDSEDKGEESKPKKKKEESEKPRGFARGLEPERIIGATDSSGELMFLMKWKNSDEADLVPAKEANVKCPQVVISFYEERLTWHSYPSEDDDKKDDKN
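AlphaScreen: HP1-beta (50 nM) preformed 30 min with biotin-H3(1-18)K9me3 peptide (50 nM) in PBS pH 7.4, 0.01% Tween-20. Compound added for 30 min at RT, then streptavidin donor/nickel chelate acceptor beads (10 ug/mL) for 30 min.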
Pin1 inh = blocks the human prolyl isomerase Pin1. Pin1 FP peptide displacement, HiFluor488, 10 min. Potency, µM (top dose mostly 115 µM), without a hit: at the top dose activity, negative = inhibition, actives largely listed as inhibitors. AID 504891. Q13526. hit rate 0.009% among 390,000; active = well fitted inhibition curve with a large enough effect in the polarisation, with a control signal flat, not every such curve was filed as active; inconclusive = small, poorly fitted or top-dose-only effect, or effect the other way, or a change in a side signal; inactive = no such curve, though single readings can be large or run the other way; the % refers to the polarisation; also: % is scaled to controls: 0 for no effect and ±100 for the full control effect
JMJD2A Tudor inh = blocks the human JMJD2A Tudor domain | O75164 | AlphaScreen JMJD2A-Tudor / H3K4me3 peptide binding | Potency, µM (doses to about 114 µM), for the others: at the top dose activity change, negative = inhibition, usual class: inhibitors | hit rate 4.4% among 390,000 | AID 504339; also: % is scaled to controls: 0 for no effect and ±100 for the full control effect; nearly all actives have a fitted effect of over 50% in size
Active calls of the source: *; & = joins results of further samples; [ ] = remark or other dose. Unless noted, calls follow the shape of the dose curve; as a rule, active = well fitted curve in the direction sought with a large enough effect; inconclusive = small, poorly fitted or top-dose-only effect, or another doubt; inactive = no such curve, though single readings can be large; an effect the other way counts as inactive or inconclusive. Potency is read from the fitted curve at half-maximal effect. An excerpt. The share of hits here may be higher or lower than overall.

Sample of the layout:
Screening Cc1cc(-c2n[nH]c(=S)n2/N=C/c2c[nH]c3ccccc23)n[nH]1 returned PGK inhibitor -6%, RGS4 inhibitor -9%, rTrxR1 inhibitor -16%, GLS inh -14%, ERG Ets-DNA blk -6%, ALOX12 inh inconclusive, HP1b binding inh 11%, Pin1 inh 0% and JMJD2A Tudor inh 10µM*.
Screening CC(C)(C)N(Cc1ccccc1)C(=O)CN1C(=O)c2ccccc2C1=O returned PGK inhibitor inactive, RGS4 inhibitor 6%, rTrxR1 inhibitor -2%[11.4 µM], GLS inh -15%, ERG Ets-DNA blk -2%, ALOX12 inh -2%, HP1b binding inh -16%, Pin1 inh -3% and JMJD2A Tudor inh -13%.

The listing, repeating the preview:
Screening Cc1cc(-c2n[nH]c(=S)n2/N=C/c2c[nH]c3ccccc23)n[nH]1 returned PGK inhibitor -6%, RGS4 inhibitor -9%, rTrxR1 inhibitor -16%, GLS inh -14%, ERG Ets-DNA blk -6%, ALOX12 inh inconclusive, HP1b binding inh 11%, Pin1 inh 0% and JMJD2A Tudor inh 10µM*.
Screening CC(C)(C)N(Cc1ccccc1)C(=O)CN1C(=O)c2ccccc2C1=O returned PGK inhibitor inactive, RGS4 inhibitor 6%, rTrxR1 inhibitor -2%[11.4 µM], GLS inh -15%, ERG Ets-DNA blk -2%, ALOX12 inh -2%, HP1b binding inh -16%, Pin1 inh -3% and JMJD2A Tudor inh -13%.
For CC(=O)/C(=N\Nc1ccc(C)cc1)N1CCOCC1 the results were PGK inhibitor inactive, RGS4 inhibitor 4%, rTrxR1 inhibitor -16%, GLS inh 45%[activator], ERG Ets-DNA blk -4%, ALOX12 inh -24%, HP1b binding inh 15%, Pin1 inh 4% and JMJD2A Tudor inh -17%.
`CCN1C(=O)C(CC(=O)Nc2ccccc2)S/C1=N\c1ccccn1` (stereo unspecified) gave PGK inhibitor -1%, RGS4 inhibitor 15%, rTrxR1 inhibitor 7%, GLS inh 1%, ERG Ets-DNA blk 17%, ALOX12 inh -3%, HP1b binding inh 22%, Pin1 inh inconclusive and JMJD2A Tudor inh -19%.
`CSCCC(NC(=O)c1ccc(Cl)cc1Cl)C(=O)N(C)Cc1nc2ccccc2c(=O)[nH]1` (stereo unspecified) gave PGK inhibitor inactive, RGS4 inhibitor -12%, rTrxR1 inhibitor -1%, GLS inh 2%, ERG Ets-DNA blk 1%, ALOX12 inh -16%, HP1b binding inh 18%, Pin1 inh -2% and JMJD2A Tudor inh -26%.
For Cc1onc(-c2ccccc2)c1C(N)=O the results were PGK inhibitor 2%, RGS4 inhibitor -13%, rTrxR1 inhibitor 10%[57.1 µM], GLS inh 0%, ERG Ets-DNA blk 5%, ALOX12 inh 27%, HP1b binding inh 14%, Pin1 inh 8% and JMJD2A Tudor inh -13%.
CCNC(=S)N(CCc1c(C)[nH]c2ccccc12)Cc1cc(OC)c(OC)c(OC)c1 was read as PGK inhibitor -3%, RGS4 inhibitor 10%, rTrxR1 inhibitor 3%, GLS inh 8%, ERG Ets-DNA blk -7%, ALOX12 inh inconclusive, HP1b binding inh -8%, Pin1 inh 1% and JMJD2A Tudor inh inconclusive.
O=C(O)c1ccc2c(ccc3nn(-c4ccc(/C=C/c5ccc(-n6nc7ccc8cc(C(=O)O)ccc8c7n6)cc5[S+](=O)([O-])[O-])c([S+](=O)([O-])[O-])c4)nc32)c1 was read as RGS4 inhibitor inconclusive, rTrxR1 inhibitor inconclusive, HP1b binding inh inconclusive and JMJD2A Tudor inh 18µM*.
CCN=C(NCC)SC1CC(=O)N(c2ccccc2)C1=O (stereo unspecified) was read as PGK inhibitor 7%, RGS4 inhibitor 27%, rTrxR1 inhibitor 10%[57.1 µM], GLS inh 2%, ERG Ets-DNA blk 1%, ALOX12 inh 0%, HP1b binding inh 20%, Pin1 inh 0% and JMJD2A Tudor inh -25%.
C=CCSc1nnc(NC(=O)CSc2nc3ccccc3o2)s1 was read as PGK inhibitor inactive, RGS4 inhibitor -18%[11.4 µM], rTrxR1 inhibitor 13%[57.1 µM], GLS inh -3%, ERG Ets-DNA blk 2%, ALOX12 inh 4%, HP1b binding inh 0%, Pin1 inh 1% and JMJD2A Tudor inh 6%[11.4 µM].
For C/C(=N\NC(=O)c1nnn(-c2nonc2N)c1-c1ccc2c(c1)OCO2)c1ccccc1 the results were PGK inhibitor 6%, RGS4 inhibitor 3%, rTrxR1 inhibitor 20%, GLS inh 2%, ERG Ets-DNA blk 2%, ALOX12 inh 0%, HP1b binding inh 31%, Pin1 inh -6% and JMJD2A Tudor inh -2%.
For Cc1ccc(Nc2nc(N)nc(CN3CCN(Cc4ccc5c(c4)OCO5)CC3)n2)cc1C the results were PGK inhibitor 2%, RGS4 inhibitor 5%, rTrxR1 inhibitor 14%[57.1 µM], GLS inh 2%, ERG Ets-DNA blk 1%, ALOX12 inh -3%, HP1b binding inh -5%, Pin1 inh 3% and JMJD2A Tudor inh inconclusive.
`CCC(CO)Oc1cc(NCc2cc(C)cc(C)c2)c2ncn(C(C)C)c2c1` (stereo unspecified) gave PGK inhibitor -7%, RGS4 inhibitor -10%, rTrxR1 inhibitor 2%[57.1 µM], GLS inh 28%, ERG Ets-DNA blk 4%, ALOX12 inh 11%, HP1b binding inh -14%, Pin1 inh 5% and JMJD2A Tudor inh inconclusive.
Screening Cc1cc(Nc2ccccc2C)c2cccc(C)c2n1 returned PGK inhibitor -4%, RGS4 inhibitor -16%, rTrxR1 inhibitor -5%, GLS inh -10%, ERG Ets-DNA blk -4%, ALOX12 inh 2%&-5%, HP1b binding inh 32%, Pin1 inh 3% and JMJD2A Tudor inh -13%.
`Cn1c(=O)c(=O)n(C)c2cc(S(=O)(=O)N3CCN(c4ccc(F)cc4)CC3)ccc21` gave PGK inhibitor -4%&-2%, RGS4 inhibitor -4%&-14%, rTrxR1 inhibitor -14%&-7%, GLS inh -9%&2%, ERG Ets-DNA blk inconclusive, ALOX12 inh -16%&-11%, HP1b binding inh 43%&28%[activator], Pin1 inh 8%&-4% and JMJD2A Tudor inh 5%.
For CCN(CC(=O)Nc1cccc(OC)c1)C(=O)c1ccco1 the results were RGS4 inhibitor -43%, rTrxR1 inhibitor 6%, GLS inh 1%, ERG Ets-DNA blk 9%, ALOX12 inh 0%, HP1b binding inh 57%[activator], Pin1 inh 1% and JMJD2A Tudor inh -4%.
For CNS(=O)(=O)c1cccc(C(=O)OCC(=O)Nc2ccccc2OC(F)F)c1 the results were PGK inhibitor -3%, RGS4 inhibitor -4%, rTrxR1 inhibitor 8%[57.1 µM], GLS inh 11%, ERG Ets-DNA blk 1%, ALOX12 inh -19%, HP1b binding inh 31%, Pin1 inh 4% and JMJD2A Tudor inh -9%.
Screening COc1ccccc1-c1n[nH]c(=S)n1N returned PGK inhibitor -1%, RGS4 inhibitor 6%, rTrxR1 inhibitor -1%[57.1 µM], GLS inh 1%, ERG Ets-DNA blk -12%, ALOX12 inh 14µM*, HP1b binding inh 16%, Pin1 inh 0% and JMJD2A Tudor inh inconclusive.
`O=c1nccc(N/N=C/c2cccc(O)c2)[nH]1` gave PGK inhibitor 0%, RGS4 inhibitor -3%, rTrxR1 inhibitor -5%, GLS inh -20%, ERG Ets-DNA blk 2%, ALOX12 inh -8%, HP1b binding inh 23%[57 µM], Pin1 inh 1% and JMJD2A Tudor inh inconclusive.
COCCN(C(=O)CSc1nnc(C)n1-c1ccc(C)cc1)c1c(N)n(Cc2ccccc2)c(=O)[nH]c1=O was read as PGK inhibitor -7%, RGS4 inhibitor -12%, rTrxR1 inhibitor 16%, GLS inh 5%, ERG Ets-DNA blk -8%, ALOX12 inh -8%, HP1b binding inh 7%, Pin1 inh -6% and JMJD2A Tudor inh -15%.
`O=C(CN1CCN(CC(=O)Nc2ccc(F)cc2)CC1)NCC1(N2CCOCC2)CCCCC1` gave PGK inhibitor 1%, RGS4 inhibitor 14%, rTrxR1 inhibitor -1%, GLS inh -8%, ERG Ets-DNA blk -1%, ALOX12 inh 10%, HP1b binding inh 30%, Pin1 inh 2% and JMJD2A Tudor inh 14%.
`CC(=O)Nc1ccc2c(c1)nc(CCN1CCN(c3ccccn3)CC1)n2C` gave PGK inhibitor 0%, RGS4 inhibitor 18%, rTrxR1 inhibitor 16%[57.1 µM], GLS inh -3%, ERG Ets-DNA blk -17%, ALOX12 inh 0%, HP1b binding inh -7%, Pin1 inh 0% and JMJD2A Tudor inh -15%.
For COc1cc(NC(=O)c2cc(Cl)nnc2Cl)cc(OC)c1OC the results were PGK inhibitor -2%, RGS4 inhibitor -7%, rTrxR1 inhibitor -8%, GLS inh -7%, ERG Ets-DNA blk 2%, ALOX12 inh 1%, HP1b binding inh 39%[activator], Pin1 inh -6% and JMJD2A Tudor inh 6%.
Screening CC(=O)Nc1ccc(OC(=O)c2cc3ccccc3oc2=O)cc1 returned PGK inhibitor 0%, RGS4 inhibitor -22%, rTrxR1 inhibitor -16%, GLS inh -2%, ERG Ets-DNA blk -7%, ALOX12 inh 475%[activator], HP1b binding inh 19%, Pin1 inh 5% and JMJD2A Tudor inh 15%.
`Cc1ccc(NC(=O)CSc2nccn2-c2ccccc2)cc1` gave PGK inhibitor -8%, RGS4 inhibitor -38%, rTrxR1 inhibitor 3%[57.1 µM], GLS inh -1%, ERG Ets-DNA blk -2%, ALOX12 inh -8%, HP1b binding inh -26%, Pin1 inh -1% and JMJD2A Tudor inh inconclusive.
